Source: PubChem BioAssay (National Center for Advancing Translational Sciences (NCATS))
PTHR1 agonist – activates the human parathyroid hormone receptor PTHR1. Q03431. HEK293 GP2 PTHR1 cells, GloSensor cAMP luminescence, 1 h. Potency, µM (titrated, usually from 115 µM), for the others: top-dose activation, usual class: activators. hit rate 0.075% among 410,000; further: potency means the concentration at half of the fitted maximal effect; nearly all actives have a fitted effect of over 55% in size; some results filed as inactive show a strong effect at the top dose; inactives centre near -15; many of its hits are not listed in these tables
Target sequence (Q03431 whole entry, looked up): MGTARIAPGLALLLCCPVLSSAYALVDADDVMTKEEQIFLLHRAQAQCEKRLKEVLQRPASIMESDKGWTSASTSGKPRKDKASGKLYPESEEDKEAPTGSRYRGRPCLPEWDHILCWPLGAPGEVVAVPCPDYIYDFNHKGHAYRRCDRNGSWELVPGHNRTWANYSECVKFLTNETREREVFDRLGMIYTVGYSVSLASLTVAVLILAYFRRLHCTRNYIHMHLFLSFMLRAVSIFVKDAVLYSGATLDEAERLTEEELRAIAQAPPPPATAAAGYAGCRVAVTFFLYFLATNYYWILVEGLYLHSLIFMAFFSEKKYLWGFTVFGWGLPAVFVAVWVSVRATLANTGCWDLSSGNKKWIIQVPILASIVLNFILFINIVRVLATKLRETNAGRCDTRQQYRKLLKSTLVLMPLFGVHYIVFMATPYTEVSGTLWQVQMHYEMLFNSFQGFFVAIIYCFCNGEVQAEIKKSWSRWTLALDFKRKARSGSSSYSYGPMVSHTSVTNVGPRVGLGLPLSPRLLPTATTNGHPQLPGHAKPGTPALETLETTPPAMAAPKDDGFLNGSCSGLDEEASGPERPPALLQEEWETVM
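HEK-293-derived GP2 cells expressing PTHR1 and a GloSensor cAMP reporter, 3,000/well, plated overnight, given luciferin plus IBMX (each 0.5 mM as added) for 1 h at 37 °C, then compound for 1 h at 37 °C. Luminescence was read after 15 min at room temperature.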
Abeta yeast res – restores growth of yeast expressing A-beta42 peptide | yeast expressing A-beta42, growth rescue, OD600, 48 h; response scale: 0% DMSO, 100% iron-clioquinol control | Potency, µM (highest dose often 46.1 µM), for inactives: at the highest dose growth rescue, most hits filed as activators | hit rate 0.063% among 410,000; further: potency means the concentration at half of the fitted maximal effect; nearly all actives have a fitted effect of over 55% in size
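Yeast A-beta toxicity model in growth medium with pinned compounds, 48 h at 30 C; growth read as absorbance at 600 nm. Normalized to FeCl3/clioquinol equimolar mix (positive) and DMSO (negative).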
GLP-1R inv ag – acts as inverse agonist at human GLP-1 receptor | P43220 | HEK293 GLP-1R CRE-luciferase, luminescence, 24 h; GLP-1R form is constitutively active | Potency, µM (top dose mostly 38.3 µM), for the others: top-dose activity change, negative = inhibition, hits mostly inhibitors | hit rate 1.6% among 410,000; further: potency means the concentration at half of the fitted maximal effect; on the % scale 0 is the no-effect control and ±100 the full control effect; nearly all actives have a fitted effect of over 55% in size
Target sequence (P43220 whole entry, looked up): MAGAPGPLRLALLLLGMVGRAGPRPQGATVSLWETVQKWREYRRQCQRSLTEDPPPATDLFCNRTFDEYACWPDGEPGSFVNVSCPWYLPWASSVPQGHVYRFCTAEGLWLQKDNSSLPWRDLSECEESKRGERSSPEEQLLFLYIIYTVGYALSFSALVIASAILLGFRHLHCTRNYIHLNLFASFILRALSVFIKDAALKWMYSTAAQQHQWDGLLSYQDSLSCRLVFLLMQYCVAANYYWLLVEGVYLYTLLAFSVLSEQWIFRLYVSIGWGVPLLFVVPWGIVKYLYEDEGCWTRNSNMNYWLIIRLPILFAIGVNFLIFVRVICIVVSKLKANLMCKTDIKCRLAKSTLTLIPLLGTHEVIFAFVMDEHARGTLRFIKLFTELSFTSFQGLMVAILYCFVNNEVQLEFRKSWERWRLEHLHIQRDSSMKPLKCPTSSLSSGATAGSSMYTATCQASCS
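Assay principle: reduced luminescence from a cAMP-responsive reporter in HEK293 cells co-expressing a constitutively active GLP-1R. Conditions: 24 hr compound incubation, 37 deg C, 5% CO2.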
HEK293 tox – cytotoxic in the GLP-1 receptor inverse agonist counter-screen | hit rate 0.13% among 410,000 | AID 624418 | Potency, µM (highest dose often 38.3 µM), for the others: top-dose activity change, negative = inhibition, hits mostly inhibitors | HEK293 cAMP-luciferase reporter cells, luminescence, 24 h;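 further: loss of luciferase light is scored as toxicity; potency means the concentration at half of the fitted maximal effect; on the % scale 0 is the no-effect control and ±100 the full control effect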
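1536-well qHTS counterscreen of the MLSMR; 200 cells/uL, 12 h pre-incubation, 23 nL cpd, 24 h at 37 deg C 5% CO2, luciferase detection reagent, 12 min RT, luminescence. Inhibition = undesired.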
aSyn rescue – inhibitors of alpha-synuclein toxicity in yeast; hit rate 0.14% among 370,000; Potency, µM (series often up to 46.1 µM), for the others: top-dose growth rescue (activation), actives largely listed as activators; Yeast expressing alpha-synuclein, growth rescue, BacTiter-Glo, 24 h; further: potency means the concentration at half of the fitted maximal effect; % of control where 0% means no effect; nearly all actives have a fitted effect of over 65% in size
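Galactose-induced alpha-syn yeast (OD600=0.02, raffinose-pregrown) + pinned cpd, 24 hr, 30 deg C; growth by BacTiter-Glo luminescence. Growth restoration scores as activation.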
pAkt inh – Akt phosphorylation inhibition; Neuro2A IGF-stimulated pAkt S473 HTRF, 20 min; active compounds read low; activity change, % for hits at 50 µM; hit rate 0.32% among 360,000; AID 651550; in the data active means activity change below about -80%; inconclusive means mostly about -51% to -80%; further: on the % scale 0 is the no-effect control and ±100 the full control effect
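Neuro2A cells (4,500/well, DMEM with 0.5% FBS) were treated with compound at a single 50 µM final concentration, stimulated with 6 nM IGF for 20 min at 37 °C, and lysed. Phospho-Akt Ser473 was read by HTRF as 665/615 ratio ×10^4.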
Mm-Cpn inhibitor – inhibitors of Methanococcus maripaludis chaperonin (MmCpn). Potency, µM (doses to about 76.9 µM), inactives show at the highest dose activity, negative = inhibition, usual class: inhibitors. purified Mm-Cpn ATPase, ADP Transcreener TR-FRET. AID 504842. hit rate 0.031% among 330,000; further: potency means the concentration at half of the fitted maximal effect; on the % scale 0 is the no-effect control and ±100 the full control effect; nearly all actives have a fitted effect of over 80% in size
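TR-FRET (320 nm excitation; 590 and 665 nm emission) reports ADP made from 10 uM ATP by 25 nM enzyme; compounds were preincubated 10 min, reaction run 30 min, both at 37°C.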
FUS yeast rescue – rescues growth of FUS-expressing yeast. S. cerevisiae FUS-expressing, growth rescue, OD600, 24 h. hit rate 0.24% among 390,000. AID 1347120. Potency, µM (top dose mostly 76.6 µM), without a hit: at the top dose growth rescue (activation), usual class: activators;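 further: potency means the concentration at half of the fitted maximal effect; plate controls were DMSO vehicle for no effect and reference control for full effect; nearly all actives have a fitted effect of over 55% in size; some results filed as inactive show a strong effect at the top dose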
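Cultures pregrown in 2.5% raffinose medium are shifted to minimal medium containing 2% galactose to express toxic FUS. Compounds are tested at several concentrations. After 24hr at 30C, growth is quantified at 600 nm absorbance.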
TDP43 rescue – inhibitors of TDP-43 toxicity in yeast; TDP-43 expressing yeast growth rescue, BacTiter-Glo, 24 h; Potency, µM (series often up to 46.1 µM), inactives show at the top dose growth rescue (activation), hits mostly activators; hit rate 1.8% among 410,000; AID 652104; further: potency means the concentration at half of the fitted maximal effect; % of control where 0% means no effect; nearly all actives have a fitted effect of over 50% in size
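Growth rescue of TDP-43-toxic yeast measured as ATP luminescence (BacTiter-Glo). Cells grown to mid-log in raffinose, induced in galactose at OD600=0.02, exposed to compound 24 hr at 30 deg C.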
Starred values were filed as active, the others as inactive; i = inactive; ? = inconclusive; . = no result given; [ ] = remark or other dose. Unless noted, the call rests on the fitted dose curve; in most records, active means well fitted curve in the direction sought with a large enough effect; inconclusive means small, poorly fitted or top-dose-only effect, or another doubt; inactive means no such curve, though single readings can be large; an effect the other way counts as inactive or inconclusive. This is a subset; rates above refer to the full screens.

| Molecule | PTHR1 agonist | Abeta yeast res | GLP-1R inv ag | HEK293 tox | aSyn rescue | pAkt inh | Mm-Cpn inhibitor | FUS yeast rescue | TDP43 rescue |
| --- | --- | --- | --- | --- | --- | --- | --- | --- | --- |
| O=C(NCCc1nc2ccccc2[nH]1)c1cc([N+](=O)[O-])cc([N+](=O)[O-])c1 | i | 5% | 11% | -6% | -1% | i | 4% | . | 5% |
| Cc1cc(CN2CCCCC2C(=O)Nc2ccc(Oc3cccnc3)cc2)oc1C (stereo not drawn) | -15% | -5% | ? | 3% | 0% | i | 1% | 23% | 1% |
| COc1cccc(C(=O)NCCCN2CCN(CCCNC(=O)c3cccc(OC)c3)CC2)c1 | i | -6% | 10% | -3% | 2% | i | 3% | 20% | -13% |
| C=CCn1c(O)c(C(CC)=NCc2cccnc2)c(=O)[nH]c1=O | i | -8% | 8% | -3% | -7% | i | -1% | 8% | 11% |
| COC(=O)c1cc(NC(=O)C2C3C=CC(C3)C2C(=O)O)cc(C(=O)OC)c1 (stereo not drawn) | i | -9% | 27% | 4% | 8% | i | 1% | -1% | -27% |
| CCn1c(SCc2nc(-c3ccccc3)no2)nnc1-c1cccs1 | -18% | 0% | -1% | -16% | 6% | i | 2% | 2% | 13µM* |
| COC(=O)[C@]12CCCCC=C1N(Cc1ccccc1)C(=O)[C@H](CC(=O)NCc1ccc(C)o1)C2 | -25% | 5% | ? | -18% | 7% | i | . | 17% | 27% |
| CCOC(=O)[C@@H]1[C@H]2COc3ccccc3[C@@H]2N2C(=O)N(c3ccc(Br)cc3)C(=O)[C@]12C | 5% | -42%[inhibitor] | -25% | 12% | 0% | i | 2% | 23% | -2% |
| COc1ccc(Cl)cc1Nc1nc(C)nc2c1oc1ccccc12 | -26% | 5% | 17% | 0% | 1% | i | 1% | -32% | 0% |
| CC(=O)N1CCN(CC(=O)Nc2cccc(S(=O)(=O)N3CCCCCC3)c2)CC1 | -11% | 9% | 10% | 0% | -3% | i | -6% | -7% | -19% |
| O=C(/C=C/c1ccc(NC(=O)c2ccccc2-c2ccccc2C(=O)O)cc1)c1ccccc1 | -48%[inhibitor] | -4% | ? | -6% | -12% | i | -6% | 34% | 15% |
| Cc1c(C(=O)N(C)Cc2ccc(F)cc2)sc(=O)n1Cc1ccc(Cl)c(Cl)c1 | -89%[inhibitor] | ? | ? | -12% | ? | i | . | 36% | 22µM* |
| CC1CCCN(S(=O)(=O)c2ccc(CN3C(=O)c4cccnc4C3=O)cc2)C1 (stereo not drawn) | 17% | -32%[inhibitor] | 8% | 1% | 0.56µM* | i | -2% | 6% | ? |
| COCc1cc(C)nc(Sc2nc3c(c(=O)n(C)c(=O)n3C)n2C)c1C#N | i | 0% | -11% | -7% | -2% | i | 3% | -5% | 7% |
| O=C(CSc1nnc2[nH]c(=O)cc(-c3ccccc3)n12)Nc1ccccc1C(F)(F)F | -57%[inhibitor] | -7% | 7% | 2% | . | . | . | -14% | 19% |
| Oc1c(C(c2ccccc2)N2CCCCC2)sc2ncnn12 (stereo not drawn) | i | -10% | 0% | 2% | -4% | i | 0% | -26% | -6% |
| Cc1ccc(CS(=O)(=O)Cc2ccc(C(=O)NCc3cccnc3)o2)cc1 | -25% | -9% | 0% | 15% | -4% | i | 0% | -1% | -14% |
| CCc1ccc(CN/C=C/C(=O)c2ccc(Br)cc2)cc1 | i | -45%[inhibitor] | ? | 9% | -45%[inhibitor] | i | -4% | -1% | -72%[inhibitor] |
| Cc1cccc(NS(=O)(=O)c2ccc3c(c2)[C@H]2C=CC[C@H]2[C@@H](c2ccc(F)cc2)N3)c1 | i | -3% | -12% | 13% | . | . | . | ? | 1%[9.22 µM] |
| O=C(NC1CCCCCCC1)c1ccc(F)c(S(=O)(=O)N2CCOCC2)c1 | -94%[inhibitor] | -20% | 1% | 3% | -8% | i | ? | -16% | -2% |
| C[C@H]1COC(=O)[C@@H](Cc2ccc(F)cc2)C/C=C\C[C@H](CC(=O)NCCO)C(=O)N1 | i | 0% | 6% | 3% | 0% | i | 1% | -24% | 10% |
| O=C(COC(=O)Cc1ccccc1)NCc1ccc2c(c1)OCO2 | i | -5% | 2% | 0% | 8% | i | 0% | -9% | ? |
| CCOC(=O)c1cc(C(=O)NNC(=O)c2cccc([N+](=O)[O-])c2)c(C)nc1C | -12% | 1% | 28% | 5% | 1% | i | 0% | 6% | -19% |
| C#CCOCCOCCOCCNc1nc(N2CCN(C(=O)Cn3cc(CCCCN)nn3)CC2)nc(N2CCN(C(=O)Cn3cc(CCCCN)nn3)CC2)n1 | i | -6% | 16% | 11% | 0% | i | -4% | 7% | -3% |
| COCCNC(=S)N1CCN(C/C=C/c2ccccc2)CC1 | i | 0% | 3% | 7% | 1% | i | 4% | -23% | -3% |
| CCOc1ccc(-n2c(C)nc3cc(C(=O)NC4CCCC4)ccc32)cc1 | i | -33% | ? | -6% | . | . | . | 1% | 8% |
| COc1ccc(CNC(=O)CCC2N=C3c4ccccc4N=C(SCC(=O)NCC4CCCO4)N3C2=O)cc1 (stereo not drawn) | ? | 7% | 4% | -1% | 5% | i | 1% | 10% | -7% |
| O=C(N/C(=C/c1ccc(F)cc1)C(=O)N1CCCC1)c1ccccc1 | -21% | 5% | ? | -2% | 8% | i | -2% | 16% | 1% |
| CCc1nnc(NC(=O)CSc2nc3c(c(=O)n2CC)SC(C)C3)s1 (stereo not drawn) | -34%[inhibitor] | -1% | 4% | 4% | 9% | i | 1% | -18% | ? |
| CCc1nnc(NC(=O)c2cccc(S(=O)(=O)N3CCCCC3)c2)s1 | -21% | 6% | 3% | 1% | 3% | i | -1% | 14% | -4% |
| CCOc1ccccc1N(C)C(=O)Cn1cnc2onc(-c3ccc(F)cc3)c2c1=O | -25% | -7% | 8% | 1% | -1% | . | . | -4% | 2% |
| CCOC(=O)c1sc2nc(C3CC3)cc(-c3ccc(F)cc3)c2c1N | -9%[57.5 µM] | -5% | 3% | 139%[activator] | -5% | i | -3% | 11% | ? |
| O=C(Cc1c(C(=O)O)[nH]c2ccc(Cl)cc12)Nc1ccc2c(c1)OCCO2 | -27% | 7% | 0% | 9% | -17% | i | 1% | . | 16% |
| Cc1ccccc1CS(=O)(=O)c1cn(CC(=O)N2CCC(C)CC2)c2ccccc12 | i | 11% | -38% | -32% | 11% | i | 6% | . | -3% |
| O=C1CSC(=NC(=O)c2ccccc2)N1 | 0% | -8% | -1% | 0% | 0% | i | -1% | -2% | -22% |
| CCCCOC(=O)COc1ccc(Cl)cc1Cl | i | -6% | -5% | 4% | 4% | i | 2% | ? | 23% |
| CN1CCN(C(=O)/C(=C/c2ccc(F)cc2)c2ccsc2)CC1 | -35%[inhibitor] | 6% | -8% | 3% | 3% | i | -1% | -12% | 6% |
| Cc1ccc2nc(Nc3nc(CSc4nnc(C)s4)cc(=O)[nH]3)nc(C)c2c1 | -22% | -11% | 10% | 5% | 6% | i | -2% | 17% | 13% |
| CCCCn1c(N)c(N(CCC(C)C)C(=O)COC(=O)c2cccnc2OCC)c(=O)[nH]c1=O | -7% | -10% | 3% | -13% | -9% | i | -7% | 2% | -1% |
| CC(C)(C)c1nnc(NC(=O)c2cccs2)s1 | -7% | -6% | 1% | 8% | -14% | i | -4% | -25% | 7% |
| Cc1cccc(N2C(=O)CSC23C(=O)N(CC(=O)NCCc2ccccc2)c2ccccc23)c1 (stereo not drawn) | i | -3% | -12% | -4% | 2% | . | . | 23% | 12% |
| CNC(=S)N1N=C2c3ccccc3CCC2C1c1ccccc1Cl (stereo not drawn) | -7% | -8% | -24% | 0% | 4% | i | -13% | -3% | -2% |
| CCn1c(-c2cccnc2)n[nH]c1=S | -7%[57.5 µM] | 8% | 1% | -2% | -2% | i | 0% | -14% | -22% |
| CCN(CC)c1ccc(/C=N/NC(=O)c2cc(C)nc3ccccc23)cc1 | -38%[inhibitor] | 6% | ? | 2% | -3% | i | -1% | 17% | 5% |
| CCN(CC)CCCNc1oc(/C=C/c2ccccc2)nc1C#N | -1% | 5% | ? | 13% | -7% | i | -11% | -14% | 4% |
| Cc1ccc(NC(=S)Nc2ccc3cn[nH]c3c2)cc1 | -12% | -7% | 13% | -4% | -2% | i | 0% | 3% | -20% |
| O=C(Nc1cccnc1)c1ccc(-c2ccccc2)cc1 | -14% | -10% | -1% | -33% | 4% | i | -10% | -22% | 13% |
| CC1(C(=O)Nc2cccc3c2CCCC3)CCN1C(=O)C1(c2ccccc2)CC1 (stereo not drawn) | i | -9% | ? | 7% | 22% | i | . | ? | ? |
| CCOC(=O)C1=C(O)CSC1=Nc1ccc(C)cc1 | -21% | -9% | 7% | 13% | 1% | i | -2% | 15% | ? |
| CCCCCc1c(-c2ccccc2OC)ncn1CCc1ccccc1OC | -19% | 9% | ? | ? | 14% | i | . | 7% | 0% |
| C#CCOc1ccccc1/C=N/NC(=O)c1ccccc1OCc1ccccc1 | -23% | 8% | ? | 1% | -2% | i | 3% | 1% | 10% |
| COc1cccc(-c2nn(C)c3sc(C(=O)NCCc4ccc(Cl)cc4)cc23)c1 | -2% | 11% | -22% | -8% | . | . | . | -3% | ? |
| CCN(CC)C(=O)c1ccc(COc2ccccc2Br)o1 | -21%[57.5 µM] | -6% | ? | 6% | 2% | i | -1% | 22% | 25% |
| Cc1ccc(N(Cc2ccccc2)C(=O)CSC(C)C(=O)Nc2cc(C)on2)cc1 (stereo not drawn) | -23% | -1% | ? | -22% | 8% | i | . | 10% | 17% |
